PvdQ acylase – P. aeruginosa PvdQ acylase inhibition; purified PvdQ acylase, fluorescence plate reader; inhibition, % at 10 µM; 0.063% of 340,000 active; AID 488965; in the data active means inhibition above about 30%, passing the limit was not always enough; inconclusive means no clear call, values can overlap the other calls;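 further: 0% = vehicle neutral wells and 100% = reference inhibitor wells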
Rtt109 Vps75 – C. albicans Rtt109 histone acetyltransferase inhibition | inhibition, % at 34.9 µM | AID 540336 | purified Rtt109/Vps75, ThioGlo CoA-SH fluorescence, 4 h | 0.16% of 330,000 active | Q5AAJ8;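 active means inhibition of at least 50% in every replicate; inconclusive means best replicate reaches 50% inhibition but some replicates fall short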
Wnt bcat act – Wnt/beta-catenin pathway activation; Wnt/beta-catenin reporter cell assay, activator, plate reader; activation, % at 9.35 µM; 1.2% of 300,000 active; AID 743398; in the data active means activation above about 30%, passing the limit was not always enough; inconclusive means no clear call, values can overlap the other calls;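 further: 0% = neutral control wells and 100% = positive control wells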
HTR5A ag – activates human HTR5A in OPRM1-OPRD1 agonist counter-screen; 0.61% of 340,000 active; HTR5A agonist assay, luminescence, cell-based; P47898; activation, % at 9.3 µM; in the data active means activation mostly above about 9.5%, no sharp cut-off; inactive means mostly below about 7.6%;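 further: 0% = cells with vehicle only and 100% = reference agonist; strong numbers were not always called active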
Target sequence (P47898 whole entry, looked up): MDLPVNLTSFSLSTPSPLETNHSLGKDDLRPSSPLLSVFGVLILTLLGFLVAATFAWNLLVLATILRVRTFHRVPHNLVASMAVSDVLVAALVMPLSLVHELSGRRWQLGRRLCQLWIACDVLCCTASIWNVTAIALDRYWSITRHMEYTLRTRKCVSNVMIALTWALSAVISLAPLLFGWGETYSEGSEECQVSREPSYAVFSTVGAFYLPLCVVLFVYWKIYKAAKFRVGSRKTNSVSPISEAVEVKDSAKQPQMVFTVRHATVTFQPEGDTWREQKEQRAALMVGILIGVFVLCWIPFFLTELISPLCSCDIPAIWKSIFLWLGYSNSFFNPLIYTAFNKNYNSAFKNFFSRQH
CDK5 p35 inh – inhibitors of human CDK5/p35 kinase; Q00535+Q15078; AID 488839; Recombinant CDK5/p35, ADP-Glo luminescence, 60 min; inhibition, % at 10 µM; 0.01% of 330,000 active;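 active means highest replicate inhibition of at least 50% and at least 75% of replicates reaching 50%; inconclusive means only one of the two criteria met; inactive means both criteria failed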;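 further: plate controls were DMSO neutral control for no effect and GW8510 at 10 µM for full effect; many of its hits are not listed in these tables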
Target sequence (Q00535 whole entry, looked up): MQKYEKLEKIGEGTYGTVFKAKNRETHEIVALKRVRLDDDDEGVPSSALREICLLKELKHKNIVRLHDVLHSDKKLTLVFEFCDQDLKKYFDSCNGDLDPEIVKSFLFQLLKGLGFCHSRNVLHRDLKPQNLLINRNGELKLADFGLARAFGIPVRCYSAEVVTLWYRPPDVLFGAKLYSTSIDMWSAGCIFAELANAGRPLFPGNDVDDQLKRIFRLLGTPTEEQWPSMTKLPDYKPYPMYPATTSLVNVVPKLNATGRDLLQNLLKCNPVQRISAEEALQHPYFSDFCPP
Target sequence (Q15078 whole entry, looked up): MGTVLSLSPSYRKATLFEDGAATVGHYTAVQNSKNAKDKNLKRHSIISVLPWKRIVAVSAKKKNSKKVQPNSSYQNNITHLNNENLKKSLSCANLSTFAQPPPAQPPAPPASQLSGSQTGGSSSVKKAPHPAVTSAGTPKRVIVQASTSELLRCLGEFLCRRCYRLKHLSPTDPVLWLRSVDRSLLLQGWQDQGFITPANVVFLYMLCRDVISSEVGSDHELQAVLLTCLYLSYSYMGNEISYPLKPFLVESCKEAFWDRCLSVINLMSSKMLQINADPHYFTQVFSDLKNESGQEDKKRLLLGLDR
MITF act – activators of MITF-driven TRPM1 promoter activity in SK-MEL-5 cells; SK-MEL-5 TRPM1-promoter luciferase, 24 h; % of positive control, neutral wells = 0; activation, % at 12.5 µM; 0.75% of 300,000 active; AID 588334;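 active means mean activation of at least 80% with every replicate also reaching 80%; inconclusive means mean reaches 80% but some replicate falls short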;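 further: 0% = neutral control wells and 100% = parthenolide positive control wells; values of inactives mirror those of a sister screen read the other way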
dFosB act – mouse delta FosB homodimer activation | purified delta FosB, TAMRA-CDK5 oligo fluorescence polarization; percent of positive-control signal above neutral wells | activation, % at 25 µM | 0.99% of 340,000 active;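 active means mean activation above about 17%, with every replicate also reaching it, limit read from the data, passing the limit was not always enough; inconclusive means only one of the two conditions met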;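 further: fluorescence polarization rise as delta FosB binds a TAMRA Cdk5 AP-1 oligo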
SR-BI HDL uptake – inhibitors of mouse SR-BI mediated HDL lipid uptake; ldlA[mSR-BI] CHO cells, DiI-HDL uptake fluorescence, 3 h; inhibition, % at 12.5 µM; 0.96% of 320,000 active;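 active means mean replicate inhibition of at least 70% and a set share of replicates each scoring 70 or more; inconclusive means meets just one of the two criteria; inactive means fails both criteria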;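 further: 0% = median of neutral control wells and 100% = median of positive control wells; values of inactives mirror those of a sister screen read the other way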
RTF Ca sens act – cardiac RTF calcium sensitization | IANBD-labeled TnC RTF fluorescence at EC20 calcium; 0% EC20 calcium, 100% full calcium | activation, % at 7.2 µM | 0.24% of 340,000 active;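 active means activation above the mean over all tested compounds plus 3 SD, cut at about 30% in these data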;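 further: rise in fluorescence read as greater calcium sensitivity of cardiac thin filaments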
SR-BI uptake up – enhances SR-BI lipid uptake from DiI-HDL; CHO ldlA[mSR-BI] cells, DiI-HDL uptake fluorescence, 3 h; 100 = double the neutral-control signal; activation, % at 12.5 µM; 0.096% of 320,000 active; AID 504775;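 active means mean replicate activation of at least 60% and every replicate at or above 60%; inconclusive means mean or all-replicate condition met, but not both; inactive means mean below 60% and not all replicates reaching 60%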;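 further: 0% = median plate neutral-control signal and 100% = twice that signal; values of inactives mirror those of a sister screen read the other way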
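material = CHO ldlA[mSR-BI] cells | medium = Ham's F12 with 0.5% BSA, HEPES 25 mM, pH 7.4 | reagent = fluorescent DiI-HDL, 10 µg/mL final | compound dosing = single-point compound dose | incubation = 3 h, 37 °C | measured by = bottom-read fluorescence, 550/595 nm | measure = HDL uptake via cellular fluorescence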
The depositor's hits bear a star; ? = inconclusive; . = not tested or not shown.

The line under a structure holds: PvdQ acylase	Rtt109 Vps75	Wnt bcat act	HTR5A ag	CDK5 p35 inh	MITF act	dFosB act	SR-BI HDL uptake	RTF Ca sens act	SR-BI uptake up
[1] CCCn1c(C2CC(=O)N(c3cc(OC)ccc3OC)C2)nc2ccccc21 (stereo not given)
→ -10	3	-2	5	-1.5	.	-6	42	7	-42
[2] O=C(NCC(=O)N1CCN(S(=O)(=O)/C=C/c2ccccc2)CC1)c1ccccc1F
→ -6	11	-3	4	0.9	3	-3	9	8	-9
[3] COc1ccc(-c2nnc(-c3ccc(N(C)C)cc3)o2)cc1
→ 7	1	.	5	0.4	65	-4	-9	-4	9
[4] COc1ccc(NC(=O)C(Cc2cc(C)cc(C)c2)C(C)C(=O)O)cc1 (stereo not given)
→ -8	1	0	5	-0.8	9	-6	-26	8	26
[5] COc1cc2c(cc1OC)C(C(=O)Nc1cc(OC)c(OC)c(OC)c1)C(c1cccnc1)N(C)C2=O (stereo not given)
→ -5	2	1	1	1.6	0	1	3	-2	-3
[6] C[C@H]1CN([C@@H](C)CO)C(=O)c2cc(NS(=O)(=O)c3ccc(Cl)cc3)ccc2O[C@@H]1CN(C)CC1CCCCC1
→ -12	30	-3	8	-0.1	3	-11	-8	-1	8
[7] O=C(/C=C/c1ccc([N+](=O)[O-])o1)NNC(=O)c1ccc(F)cc1
→ -9	-3	37*	-2	0.8	-80	3	-19	-2	19
[8] Cc1ccc(SCC(=O)Nc2cccnc2)cc1
→ -14	-17	.	2	0.2	9	2	-18	7	18
[9] COc1ccc(CC(=O)N2CCN(c3cccc(C)c3C)CC2)cc1
→ -9	-2	0	9	0.0	.	-2	-3	-3	3
[10] C=CCn1c(SCC(=O)N(CC)CC)nc(O)cc1=O
→ 2	-7	.	0	1.8	-7	-12	-11	2	11
[11] Cc1ccc(OCC(=O)Nn2cnnc2)c(Br)c1
→ -12	-17	.	3	-11	-2	-3	-21	6	21
[12] CCNc1nc(NC(C)C)nc(Oc2ccc(OCCOc3ccccc3)nn2)n1
→ 6	13	1	-2	-0.3	-12	-13	-4	10	4
[13] CCCn1nc(C(=O)Nc2cccc(S(=O)(=O)N(C)c3ccccc3)c2)c2ccccc2c1=O
→ 8	10	-5	2	-0.4	-4	-13	60	1	-60
[14] CC(C)(C)C1CCc2c(C(=O)NNC(=O)/C=C/C(=O)O)csc2C1 (stereo not given)
→ -17	-6	-4	-2	3.0	-5	-3	-23	2	23
[15] COc1cccc(N2CCN(C(=S)Nc3ccc(F)cc3)CC2)c1
→ -16	-5	0	3	1.6	-10	?	-4	5	4
[16] COCC(=O)N(C)C1(c2nnnn2CCOC(=O)Nc2cccc3ccccc23)CCCC1
→ 6	9	-1	3	0.6	-4	-3	0	-1	0
[17] CCOC(=O)c1[nH]c(C(=O)O)c(CCC(=O)OC)c1C
→ 2	2	-2	1	-0.4	4	0	-11	-4	11
[18] COc1ccc(-n2c(COc3cccc4cccnc34)nnc2SCC(=O)O)cc1
→ -9	-3	0	0	-2.8	4	-1	-20	-3	20
[19] C/C(CC(=O)NC12CC3CC(CC(C3)C1)C2)=N\NC(=O)c1ccc(F)cc1
→ -14	4	2	-2	-0.7	.	-1	.	-1	.
[20] O=C(NCCC1=CCCCC1)C1CCN(C(=O)c2ccc(Cl)cc2)CC1
→ -12	0	4	14	-1.2	51	-11	10	5	-10
[21] O=c1[nH]cnc(O)c1N=Nc1ccccc1
→ -8	.	3	1	1.9	16	2	-13	8	13
[22] CC1CCCN(C(=S)Nc2ccc(Nc3ccccc3)cc2)C1 (stereo not given)
→ 6	12	5	.	2.1	39	4	54	.	-54
[23] O=C(CCN1CCOCC1)c1ccccc1
→ 4	3	-1	6	3.4	-8	-6	-14	10	14
[24] COc1ccc(N(CC(C)C)S(=O)(=O)c2nnc(NC(=O)c3ccco3)s2)cc1
→ 9	7	-1	1	-0.3	-16	-10	-11	-3	11
[25] COC(=O)c1sc(N2C(=O)C(O)=C(C(=O)c3ccc(C)o3)C2c2cc(OC)ccc2OC)nc1C (stereo not given)
→ -5	3	0	1	0.3	-4	-11	8	-1	-8
[26] Cc1cccc(-c2n[nH]c([N+](=O)[O-])n2)c1
→ 1	-1	1	2	0.4	-2	3	2	8	-2
[27] CCN(CC)S(=O)(=O)c1ccc(N2CCCC2)c(NC(=O)c2ccc(OC)cc2OC)c1
→ 4	20	0	-5	1.1	-1	-8	-2	1	2
[28] O=C(CCNS(=O)(=O)c1cccc2nsnc12)Nc1ccc2c(c1)OCCO2
→ -7	9	-4	6	0.0	1	2	-25	1	25
[29] CN(CCO)Cc1csc2ccc(Br)cc12
→ -3	-12	-2	1	1.2	-7	-1	-17	-1	17
[30] O=C(Cn1ncc2c3ccccc3n(Cc3ccccc3)c2c1=O)N1CCN(c2ccccn2)CC1
→ 14	-14	.	-2	3.0	.	-14	0	6	0
[31] COc1cc(C(=O)Nc2ccc3c(c2)N(C(=O)CCN(C)C)c2ccccc2CC3)cc(OC)c1OC
→ -22	-6	0	3	-1.5	-2	-5	48	5	-48
[32] CC(C)CN(c1ccccc1)S(=O)(=O)c1nnc(NC(=O)c2ccco2)s1
→ 13	16	-3	2	-0.3	6	-10	-9	5	9
[33] COC(=O)c1n[nH]c2ccccc12
→ -14	4	-3	-1	0.8	.	0	-13	-6	13
[34] COc1cc(/C=C/C(=O)OCC(=O)NC2CCS(=O)(=O)C2)ccc1OC(F)F (stereo not given)
→ -15	3	-4	-2	0.9	4	-14	18	5	-18
[35] CCOc1ccccc1N1CC(O)=C(c2nc3ccccc3s2)C1=N
→ 9	13	-12	6	-0.4	-33	-5	59	-17	-59
[36] O=C(c1ccc(CNc2c(N3CCOCC3)c(=O)c2=O)cc1)N1CC=C(c2ccccc2)CC1
→ -11	-1	-2	0	0.7	-4	-10	-6	-2	6
[37] COc1ccccc1C(=O)Nc1ccc(N2CCN(S(C)(=O)=O)CC2)cc1
→ -13	-4	.	4	-0.4	.	-2	52	7	-52
[38] O=c1c2ccccc2nc(/C=C/c2ccc(Cl)cc2)n1CCO
→ -9	0	-2	5	0.4	.	-12	7	0	-7
[39] CC(C)c1cc(NC(=O)C(C)(C)C)cc(C(C)C)c1O
→ -4	-1	4	1	-0.2	-4	-12	-19	0	19
[40] CN1C(=O)Cc2cc(S(=O)(=O)NCc3cccs3)ccc21
→ -8	6	-2	0	-0.5	-8	2	-14	-1	14
[41] Cc1ccc(S(=O)(=O)NCCC(c2ccccc2)c2ccccc2)cc1C(=O)O
→ -13	18	1	4	-2.1	-18	-4	3	3	-3
[42] Cn1c2c(c(=O)n(C)c1=O)C(c1ccc(F)cc1)C(C#N)=C(N)O2 (stereo not given)
→ 6	7	-1	2	-1.4	-11	6	-10	2	10
[43] Cc1ccc(-c2cnc(SCC(=O)N3CCCc4ccccc43)n2C)cc1
→ 2	8	.	4	2.9	3	-3	1	3	-1
[44] Cc1ccc(OCCSc2nnc(-c3ccncc3)n2C)cc1
→ -16	2	-5	5	-1.3	-7	-2	1	-4	-1
[45] CC(C)(C)OC(=O)N1CCC(CNC(=O)c2ccc(F)cc2)CC1
→ -22	6	-1	0	0.5	-3	0	-5	4	5
[46] O=C(COC(=O)c1ccc(-c2nnc(-c3ccccc3)o2)cc1)c1ccccc1
→ -20	-8	23	-2	-0.7	32	2	-3	3	3
[47] Cc1ccc(NC(=O)c2oc3c(c2C)C(=O)CC(C)(C)C3)cc1
→ -7	-3	.	4	-4.4	.	-11	39	-2	-39
[48] COc1ccccc1Oc1c(C)oc2cc(OC(=O)c3ccco3)ccc2c1=O
→ -7	-4	.	1	1.1	.	-6	5	-3	-5
[49] COc1ccc(Cn2c(C3CC3)nc3ccc(NC(=O)C4CC4)cc3c2=O)cc1
→ -3	1	17	-5	0.5	118*	0	46	-1	-46
[50] CCOC(=O)N1CCN(C(=O)CS(=O)(=O)Cc2nc(-c3ccccc3F)oc2C)CC1
→ -6	-7	0	3	0.1	-4	-16	11	0	-11

The list goes on.
The line under a structure holds: PvdQ acylase	Rtt109 Vps75	Wnt bcat act	HTR5A ag	CDK5 p35 inh	MITF act	dFosB act	SR-BI HDL uptake	RTF Ca sens act	SR-BI uptake up
[51] Cc1ccc(C(=O)C2=C(O)C(=O)N(Cc3ccco3)C2c2cccc(Cl)c2)o1 (stereo not given)
→ -9	33	0	1	0.2	1	-11	6	-3	-6
[52] CCC1COCCS(=O)(=O)N1Cc1ccccc1C (stereo not given)
→ -11	-1	-2	1	-0.5	1	2	-13	-3	13
[53] COCCNC(=O)c1ccc(Cl)c(S(=O)(=O)Nc2cccc(C)c2C)c1
→ -6	-1	-3	4	-0.4	5	-8	-18	-2	18
[54] CC(C)CC(NS(=O)(=O)OCC(Cl)(Cl)Cl)c1ccccc1 (stereo not given)
→ -7	11	-3	4	-0.4	5	0	3	-5	-3
[55] Cc1cccc(N2CCN(C(=O)CN3C(=O)NC4(CCCCCC4)C3=O)CC2)c1C
→ -12	0	-1	-5	-1.5	-2	-5	73*	-6	-73
[56] CCCNC(=O)COc1ccc(-c2nn(C)c(=O)c3ccccc23)cc1
→ -5	-1	1	6	0.6	.	-6	-18	1	18
[57] Cc1noc(C)c1COc1ccc(C(=O)OCC(=O)Nc2c(C)n(C)n(-c3ccccc3)c2=O)cc1
→ 3	11	1	1	-0.3	-2	-4	-7	-3	7
[58] CCOC(=O)c1cc2c(c(-c3ccccc3)n1)[C@H](CCO)N(S(=O)(=O)C(C)(C)C)C2
→ -12	1	-2	-3	-1.2	-1	-1	23	-7	-23
[59] CN(CCc1ccccn1)C1CCCN(S(=O)(=O)c2ccccc2)C1 (stereo not given)
→ -14	-1	-1	5	-1.7	0	-2	22	-1	.
[60] Cc1cc(=O)n2nc(N3CCC(C(=O)N4CCN(C)CC4)CC3)sc2n1
→ 9	9	1	-1	0.7	-2	4	-3	-5	3

High-throughput results as filed in PubChem BioAssay.
